Nrf2 block: blocks Nrf2 signaling; A549 ARE-Fluc reporter, luciferase luminescence, 18-24 h; Potency, µM (highest dose often 46 µM), for the others: top-dose activity change, negative = inhibition, actives largely listed as inhibitors; hit rate 2.1% among 360,000; AID 504444; further: potency means the concentration at half of the fitted maximal effect; on the % scale 0 is the no-effect control and ±100 the full control effect; nearly all actives have a fitted effect of over 60% in size
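A549 ARE_Fluc cells (5000/well, 5% FBS OPTI-MEM) pre-incubated 2 h, then treated with compounds 18-24 h at 37C/5% CO2 in concentration-response. CellTiter-Fluor viability read first; BugLite luciferase luminescence after 15 min at room temperature gives Nrf2 activity.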
MCF10A rereplic: induces DNA re-replication in MCF 10a normal breast cells. MCF 10A DNA re-replication, Hoechst nuclear intensity, 48 h. Potency, µM (highest dose often 46.1 µM), inactives show at the top dose activity, positive = re-replication, actives largely listed as activators. hit rate 2.9% among 350,000; further: potency means the concentration at half of the fitted maximal effect; % of control where 0% means no effect; nearly all actives have a fitted effect of over 50% in size
ATXN viability: reduces viability in counter-screen for ATXN expression inhibitors; S2 cells (HEK-293 line with an ATXN2-luciferase reporter) viability, CellTiter-Fluor protease fluorescence, 24 h; Potency, µM (doses to about 56.7 µM), usual class: cytotoxic; AID 651635; hit rate 0.49% among 400,000; further: potency means the concentration at half of the fitted maximal effect; nearly all actives have a fitted effect of over 40% in size
Nrf2 ARE act: activates Nrf2 signaling; AREc32 ARE-luciferase reporter (MCF7-derived line), luminescence, 24 h; Potency, µM (top dose mostly 46.1 µM), for the others: at the highest dose activation, hits mostly activators; hit rate 0.31% among 410,000; further: potency means the concentration at half of the fitted maximal effect; % of control where 0% means no effect; nearly all actives have a fitted effect of over 65% in size
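Steps: seed AREc32_Fluc cells (1000/well, 5% FBS OPTI-MEM); incubate overnight at 37 deg C; add 23 nL compound; incubate 24 hr; add Steady-Glo; hold 30 min RT; read luminescence.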
TGFb SMAD3 inh: inhibitors of TGF-b signaling | HepG2 CAGA-GFP TGF-b/SMAD3 reporter, GFP fluorescence, 18 h; TGF-beta stimulated, 500 pg/mL final | Potency, µM (top dose mostly 46.1 µM), for the others: top-dose activity, negative = inhibition, actives largely listed as inhibitors | hit rate 1.2% among 410,000 | AID 588855; further: potency means the concentration at half of the fitted maximal effect; on the % scale 0 is the no-effect control and ±100 the full control effect; nearly all actives have a fitted effect of over 65% in size
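HEPG2 CAGA-GFP, 1000 cells/well; 2 h settle, 37 C; cpd via pin tool; TGF-b 500 pg/mL final; 18 h, 37 C; GFP imaging ex488/em500-530; %Activity normalised to -TGF-b and +DMSO controls; CRC fit, curve class.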
IL1B secr inh: blocks inflammasome-driven IL-1 beta release; THP-1 LPS/ATP IL-1B secretion, AlphaLISA, 16 h; stronger effect = lower value; activity change, % at 57.5 µM; hit rate 4.7% among 360,000; AID 743279; in the data active means activity change below about -50%; inconclusive means mostly about -30% to -49%; further: on the % scale 0 is the no-effect control and ±100 the full control effect
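THP-1 cells pretreated 1 hr with compounds (up to 57.5 uM final), then stimulated with LPS (250 ng/mL final) plus ATP (1.25 mM final); secreted IL-1B measured by AlphaLISA after 16 hr, decreased signal indicating inhibition.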
A549 tox: A549 cytotoxicity, counter-screen for Nrf2 inhibitors; A549 ARE-Fluc cells, CellTiter-Fluor viability, 18-24 h; Potency, µM (top dose mostly 46 µM), for inactives: top-dose activity change, negative = cytotoxicity, hits mostly inhibitors; hit rate 0.16% among 390,000; AID 504648; further: potency means the concentration at half of the fitted maximal effect; on the % scale 0 is the no-effect control and ±100 the full control effect
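A549 ARE-Fluc cells in 5% FBS OPTI-MEM, 5000 cells/well, rested 2 h then exposed to compounds in concentration-response for 18-24 h at 37 °C. Viability by CellTiter-Fluor fluorescence (Ex 405/Em 525) after 30 min; luciferase luminescence (BugLite, 15 min, RT) read afterwards.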
ATXN2 expr inh: reduces ATXN2 reporter expression in HEK-293 cells; AID 1745845; Potency, µM (top dose mostly 57 µM), without a hit: top-dose activity change, negative = inhibition, hits mostly inhibitors; HEK-293 ATXN2-luciferase reporter, luminescence, 24 h; hit rate 0.72% among 360,000; further: potency means the concentration at half of the fitted maximal effect; on the % scale 0 is the no-effect control and ±100 the full control effect; nearly all actives have a fitted effect of over 55% in size
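ATXN2-luciferase reporter cells (luciferase flanked by upstream and downstream ATXN2 gene portions) were treated 24 h at 37 °C with compounds at up to 57 uM. SteadyGlo luminescence gave expression; GF-AFC fluorescence gave viability.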
HepG2 tox: HepG2 cytotoxicity, counter-screen for TGF-b inhibitors; Potency, µM (doses to about 46.1 µM), for inactives: at the top dose activity change, negative = cytotoxicity, most hits filed as cytotoxic; HepG2 CAGA-GFP viability, ATP luminescence, 18 h; AID 588856; hit rate 0.76% among 410,000; further: potency means the concentration at half of the fitted maximal effect; some results filed as inactive show a strong effect at the top dose
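HepG2 CAGA-GFP cells (1000/well, DMEM with 1% FBS) received compound, then TGF-beta at 500 pg/mL final, and were incubated 18 hours at 37 degrees C. Viability was read by CellTiter-Glo luminescence. Media-only wells were set as complete cell-killing and DMSO as no toxicity.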
* hit, by the source's call; i = inactive; u = inconclusive; x = not tested or not shown; [ ] = remark or other dose. Unless noted, the call rests on the fitted dose curve; in most records, active means well fitted curve in the direction sought with a large enough effect; inconclusive means small, poorly fitted or top-dose-only effect, or another doubt; inactive means no such curve, though single readings can be large; an effect the other way counts as inactive or inconclusive.

Value order – Nrf2 block	MCF10A rereplic	ATXN viability	Nrf2 ARE act	TGFb SMAD3 inh	IL1B secr inh	A549 tox	ATXN2 expr inh	HepG2 tox
1: CC(=O)c1cccc(OCc2cc(C(=O)N(C)CCC3CCOCC3)no2)c1
→ u	22%	i	4.7%	-12%	-10	-2%	41%[activator]	-12%
2: CC(=O)c1ccc(N(C(=O)CNC(=O)c2cccs2)C(C(=O)NCC2CCCO2)c2ccccc2)cc1 (stereo unspecified)
→ -13%	1%	i	-0.3%	11%	-1	-1%	10%	-80%
3: COc1ccc(NC(=O)CN2C(=O)c3ccccc3S2(=O)=O)cc1OC
→ -7%	-28%	i	0.2%	-14%	-83*	1%	3%	-12%
4: C/C(=C\c1cccc(Br)c1)C(=O)c1c(C)cc(C)[nH]c1=O
→ u	2%	i	u	-5%	-71*	2%	-22%	-14%
5: Cc1ccc(NCc2nnc(SCC(=O)Nc3cc(C)on3)n2C)cc1
→ x	9%	i	3.3%	11%	-7	14%	4%	-14%
6: CSc1nc(Oc2ccc3ccccc3c2)c2ccccc2n1
→ x	u	i	8.2%	-16%	30	-10%	-29%	-6%
7: NS(=O)(=O)c1ccc(CCNC(=O)c2nc(CS(=O)(=O)c3ccc(Cl)cc3)no2)cc1
→ 3%	-1%	i	0.4%	3%	0	0%	0%	-2%
8: C#Cc1ccc([C@H]2C=C(C(=O)OCC=C)O[C@@H](OCCCCO)C2)cc1
→ -1%	1%	i	4.4%	0%	18	-2%	-11%	-7%
9: O=c1cc(CN2CCN(c3ccccc3F)CC2)c2cc3c(cc2o1)CCCC3
→ 7%	13%	i	0.4%	u	0	1%	-14%	18µM*
10: O=C(O)c1cc(S(=O)(=O)NCCOc2ccccc2)ccc1Cl
→ 4%	0%	i	-1.0%	-9%	3	0%	1%	3%
11: COC(=O)c1ccccc1NC(=O)N1CCN(S(=O)(=O)c2ccc(Cl)cc2)CC1
→ -11%	u	i	0.8%	1%	3	-7%	1%	-34%
12: COc1ccc(CNc2nc3c(c(=O)n(Cc4ccc(F)cc4)c(=O)n3C)n2C)cc1
→ u	12%	i	-0.1%	5%	17	-10%	-22%	-6%
13: O=C(Nc1ccc(Br)cc1F)c1ccc2nc(CCc3ccccc3)oc2c1
→ x	x	i	-0.7%	21%	x	3%	23%	0%
14: COc1ccc(C(O)c2nc(-c3ccc(OC)nc3)cs2)cc1 (stereo unspecified)
→ x	x	i	4.4%	-25%	37	x	5%	-6%
15: O=C(NCC(=O)N1CC(O)CC1C(=O)N1CC(O)CC1C(=O)OCc1ccccc1)OCc1ccccc1 (stereo unspecified)
→ u	u	i	-0.9%	2%	4	4%	-27%	2%

Additional records.
Value order – Nrf2 block	MCF10A rereplic	ATXN viability	Nrf2 ARE act	TGFb SMAD3 inh	IL1B secr inh	A549 tox	ATXN2 expr inh	HepG2 tox
16: COc1ccc(C(=O)Nc2cc(C(=O)c3ccccc3)c(C)oc2=O)cc1
→ -9%	u	i	u	u	-11	-5%	9%	-35%
17: Cc1ccc(Cn2c(CO)cnc2SCc2ccc(F)cc2)cc1
→ x	x	i	-0.3%	-16%	x	1%	6%	-41%
18: O=[N+]([O-])c1cc(-c2csc(NC(CO)c3nc4ccccc4n3CCOCCO)n2)ccc1Cl (stereo unspecified)
→ -7%	0%	u	21%	u	0	-8%	u	-3%
19: O=C(Nc1cc(C(F)(F)F)ccc1Cl)c1ccc(NC(=O)C(F)(F)F)cc1
→ u	-3%	i	4.5%	u	u	6%	-14%	-48%
20: O=C1CSC(=S)N1c1ccc(O)cc1
→ u	16µM*	u	18%	u	-3	-1%	x	-27%
21: CC(=O)c1ccc(S(=O)(=O)N(C)CC(=O)NCc2ccco2)cc1
→ 20%	0%	i	0.5%	-3%	-15	0%	3%	13%
22: CCOC(=O)N1CCN(C(=O)c2ccc(OCC)cc2)CC1
→ 0%	1%	i	0.0%	1%	-6	6%	-12%[11.3 µM]	2%
23: CCOC(=O)CC(=O)CSc1nc2ccccc2c(=O)n1CCc1ccccc1
→ x	x	u	9.1%	17%	x	3%	14%	-10%
24: COC(=O)CN1CCN(C(=O)c2ccco2)CC1
→ 3%	-36%	i	0.0%	0%	8	-1%	0%	0%
25: CCNc1nc(Oc2ccc(OCC(=O)OC)nn2)nc(N2CCOCC2)n1
→ 6%	x	i	0.0%	6%	x	-5%	11%	-33%
26: COc1ccc(-c2cnc3n2CCCCC3)cc1
→ -12%	-3%	i	-0.7%	u	-14	-4%	-11%	10%
27: COc1ccc(C(=O)COC(=O)CCN2C(=O)C3C4CCC(C4)C3C2=O)cc1 (stereo unspecified)
→ 12%	-31%[inhibitor]	i	2.7%	-2%	-10	8%	6%	-15%
28: COc1ccc(Nc2nc(NCc3ccco3)nc(N/N=C/c3ccccc3F)n2)cc1
→ -27%	2%	i	5.9%	-2%	u	-7%	0%	-67%
29: COc1ccc(N2CCN(C(CNC(=O)C(C)C)c3ccc4c(c3)OCO4)CC2)cc1 (stereo unspecified)
→ -3%	-1%	i	2.6%	15%	3	0%	x	50%
30: O=C(NC1CCS(=O)(=O)C1)c1cc2c(=O)n3ccccc3nc2n1Cc1ccccc1 (stereo unspecified)
→ x	x	x	0.2%	3%	-8	x	x	4%

Next part
Value order – Nrf2 block	MCF10A rereplic	ATXN viability	Nrf2 ARE act	TGFb SMAD3 inh	IL1B secr inh	A549 tox	ATXN2 expr inh	HepG2 tox
31: CCOC(=O)C1CCN(C(=O)COc2ccc3c(C)cc(=O)oc3c2)CC1
→ -11%	u	i	-0.1%	2%	u	-2%	-16%	-9%
32: CCCC(CCC)C(=O)Nc1cc(-c2cn3cccnc3n2)ccc1OC
→ x	x	x	1.2%	-2%	x	7%	x	-1%
33: Cc1ccc(C)n1CCN1CCN(C(=O)c2ccco2)CC1
→ x	15%	i	3.7%	-4%	-3	4%	-5%	-5%
34: CCCc1nn2c(=O)cc(CSCC(=O)Nc3ccc(F)cc3)nc2s1
→ 11%	5%	i	0.2%	-4%	-11	-3%	8%	3%
35: CC(=O)Nc1ccc(N2C(=O)CC(Sc3nccc(C)n3)C2=O)cc1 (stereo unspecified)
→ u	-9%	i	-1.8%[9.22 µM]	-1%	-15	8%	7%	1%
36: Cc1cccc(C)c1OCC(=O)Nc1cccc(S(=O)(=O)N2CCCC2)c1
→ 15µM*	13%	i	0.0%	-15%	-25	-13%	-16%	0%
37: COc1ccc(NC(=O)C2CCN(S(=O)(=O)c3c(C)noc3C)CC2)cc1Cl
→ -8%	1%	i	-0.3%	-15%	4	-3%	-12%	-2%
38: COc1ccc(NC(=O)c2ccncc2)cc1S(=O)(=O)N1CCCCC1
→ x	x	i	1.3%	3%	30	x	x	5%
39: CN(C(=O)CNC(=O)c1ccc(Br)o1)C1CCCCC1
→ u	8%	i	-0.8%	7%	-3	-2%	20%	1%
40: CCc1ccc(C2CC(=O)NC(SCC(=O)OC(C)C)=C2C#N)cc1 (stereo unspecified)
→ -17%	13%	i	1.2%	-29%	u	-2%	3%	0%
41: CCOC(=O)c1nnsc1-c1ccc(-c2snnc2C(=O)OCC)cc1
→ u	8%	i	-0.8%	-18%	-13	-2%	x	-1%
42: CC(=O)Nc1ccc(C2=NN(CC#N)C(=O)SC2)cc1
→ 3%	-1%	i	0.2%	-6%	4	-17%	-7%	-17%
43: O=C1CCN(Cc2ccccc2)N1
→ 1%	-4%	i	-0.4%	13%	3	-1%	-3%	9%
44: CCCCCN(C(=O)CCC(=O)OCC(=O)N(CC#N)c1ccccc1)c1c(N)n(CCCC)c(=O)[nH]c1=O
→ 8%	0%	i	-0.8%	1%	6	0%	3%	18%
45: CCOC(=O)Nc1ccc(S(=O)(=O)NC2CCCCC2)cc1
→ u	12%	u	2.1%	-4%	26	1%	-12%	-2%

New compounds follow:
Value order – Nrf2 block	MCF10A rereplic	ATXN viability	Nrf2 ARE act	TGFb SMAD3 inh	IL1B secr inh	A549 tox	ATXN2 expr inh	HepG2 tox
46: CCOC(=O)N1CCN(C(=O)c2cc(C)no2)CC1
→ 6%	7%	i	0.3%	-3%	-14	0%	-2%	-2%
47: O=C(C[n+]1cccc(O)c1)NCc1ccc(Cl)cc1
→ 1%	1%	i	2.2%	26%	-8	7%	17%	-11%
48: CCOc1ccc(S(=O)(=O)Nc2ccc3oc4c(c3c2)CC(C)CC4)cc1 (stereo unspecified)
→ -27%	x	u	4.2%	u	x	-5%	-36%	-110%
49: CCOC(=O)c1nnn(CC(=O)Nc2ccccc2OC)c1C(=O)OCC
→ 4%	21%	i	-0.8%	7%	-3	-1%	-6%	-17%
50: O=S(=O)(c1cccc(-c2nnc3n2CCCCC3)c1)N1CCCC1
→ 5%	0%	i	3.3%	9%	4	-6%	9%	0%
51: O=C(c1cnn(C(=O)COc2ccccc2F)c1)c1cc(F)ccc1O
→ 16%	x	i	-0.3%	1%	9	-1%	0%	16%
52: COc1ccc(/C=C(\NC(=O)c2ccccc2)C(=O)OC[C@@H]2CCC[N+]3(C)CCCCC23)cc1OC (stereo partly specified)
→ -6%	2%	i	0.0%	-2%	4	0%	u	-2%
53: O=C(Cc1ccccc1F)Nc1cc(S(=O)(=O)N2CCOCC2)ccc1N1CCOCC1
→ u	26%	i	-0.2%	11%	-1	-5%	8%	8%
54: CCOc1ccc(N/C(C)=C/C(=O)c2ccc3c(c2)OCCO3)cc1
→ 6%	3%	i	2.2%	u	-77*	-7%	55%[activator]	-5%
55: NC(=O)COC(=O)CCCc1nc2ccccc2s1
→ -16%	1%	i	-1.0%	21%	5	-1%	-19%	-30%

Screens as filed in PubChem BioAssay.
